From PubChem BioAssay
FLuc inhib CS = counter-screen for luciferase assay inhibitors: firefly luciferase inhibition | P08659 | ATPLite firefly luciferase biochemical luminescence, 10 min | inhibition, % at 10 µM | 200,000 compounds, 1.5% hits | AID 1006;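 active = inhibition above about 50% when tested at 10 µM, limit read from the data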
Target sequence (P08659 whole entry, looked up): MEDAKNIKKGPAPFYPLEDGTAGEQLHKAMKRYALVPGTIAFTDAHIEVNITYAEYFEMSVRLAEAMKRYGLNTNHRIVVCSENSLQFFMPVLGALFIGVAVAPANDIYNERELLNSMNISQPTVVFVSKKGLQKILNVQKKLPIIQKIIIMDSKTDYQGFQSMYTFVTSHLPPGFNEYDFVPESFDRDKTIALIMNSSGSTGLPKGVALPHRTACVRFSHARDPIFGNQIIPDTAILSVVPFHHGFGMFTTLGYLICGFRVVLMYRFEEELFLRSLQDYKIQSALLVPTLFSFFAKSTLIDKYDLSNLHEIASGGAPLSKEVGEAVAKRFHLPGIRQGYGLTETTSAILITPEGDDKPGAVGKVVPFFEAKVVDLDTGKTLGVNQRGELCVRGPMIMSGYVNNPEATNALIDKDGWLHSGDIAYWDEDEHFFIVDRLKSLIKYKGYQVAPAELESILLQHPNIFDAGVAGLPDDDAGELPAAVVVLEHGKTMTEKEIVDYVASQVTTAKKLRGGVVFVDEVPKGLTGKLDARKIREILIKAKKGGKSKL
APP 5'UTR act = APP 5'UTR luciferase reporter activation; SH-SY5Y APP 5'UTR luciferase reporter, luminescence; zero percent = DMSO vehicle wells; activation, % at 2 µM; 190,000 compounds, 1% hits;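 active = activation above a set limit, based on mean plus 3 SD of controls, cut at about 140% in these data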; note: values of inactives mirror those of a sister screen read the other way
ROMK mod = modulators of human ROMK potassium channel | P48048 | Tet-inducible ROMK, thallium flux fluorescence; actives lie on both sides | B-score at 10 µM | 130,000 compounds, 2% hits | AID 1918;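 active = signal ratio slope over the read window, or its plate-corrected B-score, at least 3 SD from the plate mean, either direction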;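 note: B-score of the F/F0 ratio slope over 7 to 12 s after thallium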
Target sequence (P48048 whole entry, looked up): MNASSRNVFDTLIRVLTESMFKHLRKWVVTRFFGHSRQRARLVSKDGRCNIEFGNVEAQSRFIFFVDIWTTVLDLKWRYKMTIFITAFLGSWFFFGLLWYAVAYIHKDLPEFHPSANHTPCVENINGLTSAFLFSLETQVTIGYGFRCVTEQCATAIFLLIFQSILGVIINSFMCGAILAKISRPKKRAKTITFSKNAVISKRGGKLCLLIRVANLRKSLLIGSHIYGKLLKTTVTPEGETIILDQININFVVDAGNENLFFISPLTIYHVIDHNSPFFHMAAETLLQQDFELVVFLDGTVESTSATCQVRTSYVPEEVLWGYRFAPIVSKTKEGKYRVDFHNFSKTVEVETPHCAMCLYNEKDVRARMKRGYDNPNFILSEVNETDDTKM
STAT3 inh = reduces IL-6 driven STAT3 reporter signal. U3A cells, IL-6 STAT3-luciferase reporter, luminescence; host cell line lacks STAT1. inhibition, % at 5.5 µM. 190,000 compounds, 0.89% hits. AID 862;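 active = inhibition above the mean inhibition across all screened compounds plus 3 SD, cut at about 44% in these data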;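 note: 0% = DMSO only wells and 100% = 100 µM nifuroxazide control wells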
STAT3 activator = activators of IL-6 induced STAT3 signaling; U3A cells, IL-6 STAT3-luciferase reporter, luminescence; 100% = signal with IL-6 EC80 alone; 190,000 compounds, 0.91% hits; activation (% of control), % at 5.6 µM; AID 871;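 active = activation above the screen-wide mean of compound activation plus 3 SD, cut at about 130% in these data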;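 note: 0% = background luminescence of wells with medium and substrate only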
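System – human U3A cells carrying STAT3-luciferase construct · Probe or stimulus – Interleukin-6, 33 ng/mL · Schedule – compound 1 h, then IL-6 6 h at 37 °C · Signal – luminescence from STAT3-driven luciferase reporter · Evaluation – percent of IL-6-only median luminescence · Benchmarks – IL-6-only high control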
STAT1 blocker = inhibitors of IFN-gamma induced STAT1 signaling. 200,000 compounds, 0.35% hits. NIH 3T3 STAT1-luciferase reporter, luminescence. AID 920. inhibition, % at 5.5 µM;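 active = inhibition above a set limit, the mean inhibition across all tested compounds plus 3 SD, cut at about 34% in these data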;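 note: 0% = IFN-gamma with DMSO and 100% = IFN-gamma with 300 µM nifuroxazide; values of inactives mirror those of a sister screen read the other way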
FLuc act counter = affects firefly luciferase, flagging false hits in luciferase stimulation screens; P08659; activation factor at 10 µM; AID 1027; 200,000 tested, under 10 active; ATPlite luciferase biochemical, luminescence, 10 min; 0 = ATP-free wells, 1 = DMSO control;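 active = luciferase activation factor, scaled between plate controls, of at least 2 with compound at 10 µM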
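Assay system: Luciferase/luciferin detection reagent, cell-free biochemical luciferase assay / Also added: ATP substrate / Schedule: 10 min at ambient temperature / Measured by: luminescence measurement of luciferase light output / Benchmarks: low control with PBS replacing ATP, high control enzyme plus ATP without compound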
NF-kB neuron act = raises NF-kB expression in human neuronal cells | fold change at 12.5 µM | 190,000 compounds, 1.6% hits | NF-kB reporter expression; active compounds read high; in the data active = fold change above about 3.3
STAT1 act = increases IFN-gamma driven STAT1 reporter signal | NIH 3T3 STAT1-luciferase reporter, luminescence; 100% = IFN-gamma alone, no compound | activation (% of control), % at 5.5 µM | 200,000 compounds, 2.6% hits;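 active = activation above the screen-wide mean activation plus 3 SD, cut at about 130% in these data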;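 note: raw ratio to IFN-gamma control signal so 100% means no change and 0% no light; values of inactives mirror those of a sister screen read the other way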
APP 5UTR inh = APP translation inhibition; SH-SY5Y APP 5'UTR-luciferase reporter, luminescence; inhibition, % at 2 µM; 190,000 compounds, 0.82% hits; AID 1285;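 active = inhibition above a set limit, derived from the sample mean plus 3 SD, cut at about 45% in these data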; note: values of inactives mirror those of a sister screen read the other way
Starred values were filed as active, the others as inactive; / = no result given.

SMILES	FLuc inhib CS	APP 5'UTR act	ROMK mod	STAT3 inh	STAT3 activator	STAT1 blocker	FLuc act counter	NF-kB neuron act	STAT1 act	APP 5UTR inh
CC1=C(C)C(c2ccccc2)NC(=S)N1 (stereo unspecified)	-9	11	-0.34	-15	110	-1	1.1	0.87	101	-10
O=C1CSC(c2cccc([N+](=O)[O-])c2)N1c1c(F)cccc1F (stereo unspecified)	-2	6	0.66	2	100	4	1	1.1	95	-6
COc1cc(NC(=O)C2CC(c3cccc(OC)c3OC)=NO2)cc(OC)c1OC (stereo unspecified)	-7	0	/	8	92	9	1.1	0.96	92	0
CCOC(=O)Cc1nnc(-c2ccccc2)o1	1	16	-0.03	0	102	-8	1	1.1	106	-16
Cn1c(N)c(C(=O)COC(=O)c2cc(-c3ccco3)nc3ccccc23)c(=O)n(C)c1=O	0	12	0.46	3	95	9	1	0.55	92	-12
CC(C)(C)OC(=O)N/N=C/c1cccc([N+](=O)[O-])c1	79*	95	1.5	-3	104	-34	0.2	3.9*	130*	-95
Fc1cccc(Nc2nc(Cl)nc(Cl)n2)c1	-4	15	0.24	9	96	2	1	1.1	98	-15
O=C(COC(=O)C1CCN(S(=O)(=O)c2cccs2)CC1)Nc1ccccc1	-4	23	-0.46	7	98	-1	1	1.3	100	-23
COc1ccc(CNC(=O)C(=O)NC2CCC(C)CC2)cc1 (stereo unspecified)	-3	-8	-0.88	8	98	-1	1	1.1	99	8
CC1=C(C)CC2(SC1)C(=O)N(c1ccccc1)N=C2N (stereo unspecified)	1	1	/	11	92	-20	1	1.3	117	-1
CCOC(=O)NC(=O)c1cn(CCN(C)C)c(=O)[nH]c1=O	-1	7	-0.25	1	98	3	1	1.2	97	-7
CC(C)NCC(O)COCc1ccc(Cl)cc1 (stereo unspecified)	-7	9	/	5	100	-1	1.1	0.92	100	-9
Cc1nc(-c2ccc(O)c(O)c2)cs1	-1	-12	-0.36	10	97	7	1	1.4	94	12
CCc1cccc(C)c1NC(=O)C(c1ccc(O)cc1)N1CCC1=O (stereo unspecified)	-5	-13	-0.99	-4	109	1	1	0.77	99	12
FC(F)Sc1ccc(NC(=S)NC2CCC(NC(=S)Nc3ccc(SC(F)F)cc3)CC2)cc1 (stereo unspecified)	-7	1	-0.71	2	103	-3	1.1	1.1	103	-1
CCOc1ccc(NC(=O)COC(=O)C23CC4CC(CC(C4)C2)C3)c([N+](=O)[O-])c1	-12	5	1.1	4	95	2	1.1	1.4	100	-5
Cc1ccccc1Sc1ncnc2onc(C)c12	-4	-6	/	-8	108	2	1	1.2	98	6
CC1(c2ccccc2)CC(c2ccccc2)=Nc2nonc2N1 (stereo unspecified)	0	-11	/	9	96	0	1	1.1	100	11
O=C(Nc1c(F)cc(F)cc1Br)c1cc(-c2ccc(O)cc2)on1	3	-12	/	20	87	6	1	1.8	95	12
COc1ccc(S(=O)(=O)NCC(=O)N(CC(=O)NC(C)(C)C)Cc2cccs2)cc1	-8	8	-0.062	-2	104	-3	1.1	1.2	100	-8
Cc1c(NC(=O)CC2CC(C)OC2=O)c(=O)n(-c2ccccc2)n1C (stereo unspecified)	/	-3	/	-2	105	-1	/	/	101	3
O=S(=O)(c1cccc(C(F)(F)F)c1)N1CCN(C(=S)NCc2ccco2)CC1	-6	4	-0.77	2	102	0	1.1	1.1	100	-4
CCOc1ccc(CN(C)CC(=O)c2c(N)n(Cc3ccccc3)c(=O)n(CC)c2=O)cc1OC	-3	10	-2.1	3	98	11	1	0.89	90	-10
CC(=O)c1cccc(NC(=O)c2c(F)c(F)c(F)c(F)c2F)c1	2	-26	/	7	98	0	1	1.6	98	26
CCC(C)(C)NC(=O)C(c1cccn1C)N(Cc1ccc(OC)cc1)C(=O)Cn1nnc2ccccc21 (stereo unspecified)	-3	4	/	8	96	0	1	1.1	98	-4
COC(=O)c1ccc(C(=O)OC)c(NC2=NS(=O)(=O)c3ccccc32)c1	-3	-11	0.25	-3	103	-7	1	1.1	105	11
O=C(Cc1ccc(Cl)cc1)Nc1ccc(Br)cc1	0	21	-0.36	6	97	-10	1	1.4	108	-21
Cn1c(NC(=O)c2ccc(S(=O)(=O)N3CCCCC3)cc2)cc(=O)n(C)c1=O	-1	-12	-0.22	-3	101	11	1	1.1	91	12
O=c1c(Cc2c(F)cccc2Cl)c(O)ccn1C1CCCCCC1	-2	-16	-0.51	1	103	9	1	1.1	89	16
Cc1ccc(S(=O)(=O)NCC(=O)N2CCN(c3ccccn3)CC2)cc1	-1	10	0.25	-3	103	7	1	0.93	93	-10
CCN(CC)C(=S)Nc1c(C)n(C)n(-c2ccccc2)c1=O	-6	7	/	13	93	5	1.1	/	94	-7
CC1=C/C(=N\NC(=S)NCc2ccccc2)CC1	0	13	-0.34	2	104	-11	1	/	110	-13
O=C(O)c1cccc(S(=O)(=O)N2CCN(C(c3ccccc3)c3ccccc3)CC2)c1	-10	4	-0.98	-16	115	-2	1.1	0.95	102	-4
COc1ccc(CCNC(=O)COc2nncc3ccccc23)cc1	-6	1	0.13	-2	103	-3	1.1	1	101	-1
Clc1ccc(NCn2cncn2)nc1	-2	12	-0.089	2	101	-6	1	0.98	105	-12
CC(NCc1ccncc1)C12CC3CC(CC(C3)C1)C2 (stereo unspecified)	6	4	0.084	8	97	4	0.9	0.98	94	-4
Cc1cc(-c2n[nH]c(=S)n2Cc2ccccc2)cs1	4	-18	/	-4	106	-3	1	1	103	18
Cc1ccc(C(C(=O)NC2CCCCC2)N(Cc2ccccc2)C(=O)Cc2c[nH]c3ccccc23)o1 (stereo unspecified)	-5	14	-0.079	-6	106	-9	1.1	0.54	108	-14
CCOC(=O)c1cnc(SC)nc1Nc1cccc2ccccc12	-6	-22	0.18	10	94	-8	1.1	0.94	108	22
CCOc1ccc(OCc2ccc(C(=O)NCc3ccncc3)o2)cc1	-4	14	/	6	94	-7	1	1.1	107	-14
O=C(CN1CCN(C(=O)c2ccccc2)CC1)Nc1ncc(Br)cc1Br	-4	-19	/	0	104	1	1	0.98	99	19
CCN(c1ccccc1)S(=O)(=O)c1cc(C(=O)Nc2ccc(F)c(F)c2)ccc1F	1	-9	/	2	95	1	1	0.54	100	10
O=C(Nc1ccc(Cl)cc1)OCc1cncs1	6	37	/	20	85	9	0.9	1.7	92	-37
COc1ccccc1Oc1ncnc2c1oc1ccccc12	0	-16	/	-1	102	-9	1	1.1	107	16
CC(=O)OCC[n+]1c(C)n(-c2ccccc2)c2ccc(Cl)cc21	-5	46	0.083	-5	105	-8	1	0.96	107	-46
COc1ccccc1NC(=S)NCC1CCCCC1	-7	5	0.0095	6	94	-3	1.1	1.6	103	-6
CCC/C(O)=C1\C(=O)CC(c2ccccc2)CC1=NCCc1c(C)[nH]c2ccccc12 (stereo unspecified)	-3	-18	-0.72	2	99	3	1	0.44	97	18
CCOC(=O)c1ccc(COC(=O)c2nonc2N)cc1	13	12	/	-2	102	1	0.9	1.2	99	-12
CC(C)(C)C(=O)COC(=O)CNC(=O)c1ccc(Oc2ccccc2)cc1	1	6	0.013	-12	111	-4	1	1.2	103	-6
Cc1cc(C(=O)CSc2nnnn2C)c(C)n1-c1ccc2c(c1)OCCO2	0	33	/	-15	118	-41	1	2.2	138*	-33
O=C(COC(=O)/C=C/c1ccccc1Cl)NC(=O)Cc1ccccc1	0	8	/	0	99	5	1	1	96	-8
O=c1[nH][nH]c(C(F)(F)F)c1C=Nc1cccc(Cl)c1	-6	5	-0.3	4	103	-3	1.1	1.2	103	-5
O=[N+]([O-])c1cc(-c2nc(-c3ccncc3)no2)cc([N+](=O)[O-])c1	-5	-8	0.16	15	90	11	1.1	0.47	90	8
CC(O)c1c(OCc2ccccc2)ncnc1OCc1ccccc1 (stereo unspecified)	-8	19	/	-2	108	-2	1.1	0.97	102	-19
Cn1c(=O)c2c(-c3ccccc3)n(-n3cnnc3)cc2n(C)c1=O	-5	-5	/	2	103	-1	1.1	0.93	100	5
Cc1ccc(S(=O)(=O)NCCNc2ccccc2[N+](=O)[O-])cc1	8	14	0.88	-1	105	-1	0.9	1	100	-14
Cc1nc(SCC(=O)Nc2cccc(Cl)c2)n[nH]1	-1	4	/	-4	106	4	1	0.93	96	-4
O=C(Nc1ccc(Cl)cc1C(F)(F)F)c1ccccc1	-3	1	/	1	104	-10	1	1.4	109	-1
Cc1cc(NC(=O)Cn2nc(C(F)(F)F)c3c2CCC3)no1	-22	-2	0.083	7	96	4	1.2	1.2	97	2
CC(C)(C)c1ccc(/C=C/C(=O)NC2CCS(=O)(=O)C2)cc1 (stereo unspecified)	6	-13	-0.38	11	96	-7	0.9	1	104	13

(more compounds)
SMILES	FLuc inhib CS	APP 5'UTR act	ROMK mod	STAT3 inh	STAT3 activator	STAT1 blocker	FLuc act counter	NF-kB neuron act	STAT1 act	APP 5UTR inh
CCn1c(SCC(=O)N2CCCC2)nnc1-c1ccc(N)cc1	5	-9	0.43	-2	104	-3	1	1.1	106	9
CC(C)CC(C(=O)Nc1ccc2c(c1)OCCO2)N1C(=O)c2ccccc2C1=O (stereo unspecified)	-9	-3	-0.31	0	103	-4	1.1	1.1	103	3
CCOc1ccc(CNC(=O)NS(=O)(=O)c2ccc(OC)cc2)cc1	-8	-7	/	8	97	-2	1.1	1.2	102	7
CCn1c(C)c(C(C)=O)c(NCc2ccccc2)nc1=S	-12	16	/	-4	106	-5	1.1	1	104	-16
COC(=O)c1cc(-c2ccc(Cl)cc2Cl)n[nH]1	16	14	-0.3	16	95	-26	0.8	1.6	122	-14
CC(=O)Nc1ccc(S(=O)(=O)N2CCN(C)CC2)cc1	-8	4	0.11	1	100	-7	1.1	1.3	110	-4
Cc1ccc(N2CCN(c3ccc(NC(=O)CCC(=O)O)cc3)CC2)cc1	-2	4	1.3	0	99	3	1	1.3	97	-4
C[n+]1ccccc1COc1ccc(C(C)(C)C)cc1	-10	-1	-1	4	98	5	1.1	0.99	95	1
COc1ccc(-c2nc(-c3ccccn3)nc(N3CCN(C)CC3)c2C#N)cc1	-3	-8	0.51	25	81	-2	1	1	101	8
O=c1c([N+](=O)[O-])c(N2CCOCC2)c2ccccc2n1Cc1ccccc1	-8	24	0.014	-10	110	7	1.1	0.87	92	-24
COC(=O)c1ccc(NC(=O)C23CCC(C)(C(=O)O2)C3(C)C)cc1 (stereo unspecified)	-6	10	/	1	103	-2	1.1	1.4	102	-10
